Bim-Mcl-1 – human Bim-Mcl-1 interaction inhibition; Q07820; Bead-based flow cytometry, Bim peptide-Mcl-1 binding; inhibition, % at 10 µM; 0.1% of 190,000 active;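 also: 0% = no compound tracer wells and 100% = peptide blocker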
RGS4-Gao reg – modulates binding of RGS4 to human Galphao. P09471. Multiplexed bead flow cytometry; actives lie on both sides. binding response (% of control), % at 10 µM. 0.33% of 220,000 active; in the data active = binding response below about 49% or above about 150%; inactive = in between;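 also: fluorescent Galphao activated with aluminum fluoride binding bead-coupled RGS4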
RGS7-Gao reg – regulators of human RGS7-Galphao interaction | AID 1439 | Multiplexed bead flow cytometry, RGS7-Galphao binding; actives lie on both sides | 0.35% of 220,000 active | binding response (% of control), % at 10 µM | P09471; in the data active = binding response below about 49% or above about 150%; inconclusive = no clear call, values can overlap the other calls; inactive = in between;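 also: fluorescent Galphao held in activated GDP-AlF4 state binding bead-coupled RGS7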
RGS8-Gao – human RGS8-Galphao interaction regulation; multiplexed bead flow cytometry, RGS8-Galphao binding; actives lie on both sides; response (percent of control binding), % at 10 µM; 0.34% of 220,000 active; in the data active = response below about 60% or above about 140%; inactive = in between;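 also: Galphao activated as the GDP aluminium fluoride complex binding bead-coupled RGS8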
ABCG2 block – inhibitors of human ABCG2 transporter, ABCB1 counter-screen. Q9UNQ0. IgMXP3 cells, JC-1 efflux, flow cytometry. inhibition, % at 6.6 µM. 0.1% of 190,000 active. AID 1325;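 active = inhibition above 80%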;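 also: 0% = DMSO and 100% = nicardipine control wells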
Target sequence (Q9UNQ0 whole entry, looked up): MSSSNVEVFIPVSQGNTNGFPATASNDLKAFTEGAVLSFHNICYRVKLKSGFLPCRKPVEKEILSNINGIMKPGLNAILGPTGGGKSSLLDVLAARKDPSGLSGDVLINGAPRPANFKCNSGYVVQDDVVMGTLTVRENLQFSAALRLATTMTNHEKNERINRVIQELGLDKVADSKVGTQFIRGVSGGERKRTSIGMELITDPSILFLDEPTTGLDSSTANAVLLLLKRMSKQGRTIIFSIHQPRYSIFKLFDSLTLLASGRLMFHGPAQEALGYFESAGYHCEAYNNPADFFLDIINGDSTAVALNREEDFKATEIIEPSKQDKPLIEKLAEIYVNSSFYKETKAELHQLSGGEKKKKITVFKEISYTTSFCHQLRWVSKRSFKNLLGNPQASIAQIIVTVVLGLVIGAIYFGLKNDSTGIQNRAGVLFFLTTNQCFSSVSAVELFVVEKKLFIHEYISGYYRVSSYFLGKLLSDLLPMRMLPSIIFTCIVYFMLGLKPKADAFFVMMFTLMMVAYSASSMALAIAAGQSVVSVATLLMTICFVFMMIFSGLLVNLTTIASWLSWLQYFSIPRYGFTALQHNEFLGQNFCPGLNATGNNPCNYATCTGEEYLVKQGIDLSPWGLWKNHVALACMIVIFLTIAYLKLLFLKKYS
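test system = two drug-resistant human cell lines, ABCG2 and ABCB1 | amount = 3 million cells/mL final, two lines in 1:1 ratio | reagent = JC-1 transporter substrate | doses = one concentration, 6.6 µM final | incubation = 10 min at 25 °C | signal = flow cytometric JC-1 green MFI at 530 nm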
ABCB1 block – blocks JC-1 efflux by human ABCB1 transporter; P08183; CCRF-Adr cells, flow cytometry; inhibition, % at 6.6 µM; 0.067% of 190,000 active; in the data active = inhibition above about 40%;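 also: 0% = vehicle and 100% = reference inhibitor; higher value means more JC-1 retained so stronger ABCB1 efflux block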
Bcl-XL Bim block – disrupts Bim peptide binding to human Bcl-XL. Q07817. 0.04% of 190,000 active. AID 1007. inhibition, % at 10 µM. bead flow cytometry, fluorescence
Bcl-2 Bim block – human Bim-Bcl-2 interaction inhibition; P10415; Bead-based flow cytometry, Bim peptide-Bcl-2 binding; inhibition, % at 10 µM; 0.06% of 190,000 active; AID 950; in the data active = inhibition above about 40%; inconclusive = no clear call, values can overlap the other calls;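 also: 0% = no compound wells with probe peptide and 100% = reference peptide inhibitor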
Target sequence (P10415 whole entry, looked up): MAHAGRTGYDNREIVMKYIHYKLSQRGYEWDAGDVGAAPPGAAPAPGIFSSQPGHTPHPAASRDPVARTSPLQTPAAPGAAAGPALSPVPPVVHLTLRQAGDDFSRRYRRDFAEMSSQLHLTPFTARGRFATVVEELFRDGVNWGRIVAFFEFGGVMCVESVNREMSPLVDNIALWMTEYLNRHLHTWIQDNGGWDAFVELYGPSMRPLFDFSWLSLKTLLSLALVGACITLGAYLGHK
Bcl-W Bim block – inhibitors of Bim-Bcl-W interaction, human; bead-based flow cytometry, Bim peptide-Bcl-W binding; inhibition, % at 10 µM; Q92843; 0.02% of 190,000 active;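 also: 0% = bound tracer without compound and 100% = peptide blocker; higher means less fluorescent Bim peptide bound to Bcl-W beads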
Bim-Bfl-1 – human Bim-Bfl-1 interaction inhibition. inhibition, % at 10 µM. Bead-based flow cytometry, Bim-Bfl-1 binding inhibition. Q16548. 0.12% of 190,000 active;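 also: 0% = wells without compound plus tracer and 100% = blocker peptide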
Bim-Bcl-B – inhibitors of Bim-Bcl-B interaction, human; AID 951; inhibition, % at 10 µM; bead-based flow cytometry, Bim peptide-Bcl-B binding; 0.073% of 190,000 active; Q9HD36;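 also: 0% = tracer peptide without compound and 100% = reference inhibitor peptide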
Target sequence (Q9HD36 whole entry, looked up): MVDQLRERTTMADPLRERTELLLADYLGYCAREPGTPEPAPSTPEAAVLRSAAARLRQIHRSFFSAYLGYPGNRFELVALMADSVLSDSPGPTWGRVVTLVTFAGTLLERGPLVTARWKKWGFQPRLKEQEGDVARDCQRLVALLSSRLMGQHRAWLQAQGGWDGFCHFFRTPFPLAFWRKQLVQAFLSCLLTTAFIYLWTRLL
* hit, by the source's call; ? = inconclusive. Rule as the data show it, unless noted: active = inhibition above about 40%.

canonical_smiles	Bcl-XL Bim block	RGS7-Gao reg	Bcl-W Bim block	ABCG2 block	ABCB1 block	RGS8-Gao	Bim-Bfl-1	Bim-Mcl-1	Bcl-2 Bim block	RGS4-Gao reg	Bim-Bcl-B
CCOC(=O)C1(Cc2cccc(OC)c2)CCN(Cc2cnc(SC)nc2)CC1	-1	99	-1	2	1.4	99	-4	-1	-3	99	-2
CCOC(=O)c1c(NC(=O)CNC2CCCCC2)sc(C)c1C	1	102	7	21	3.0	103	7	4	12	107	7
O=C(Oc1ccc(F)cc1C(=O)/C=C/c1cccs1)c1cccc([N+](=O)[O-])c1	0	101	0	2	0.3	101	-14	-1	-9	104	-7
Cc1noc(C)c1CSc1nc2ccccc2n1CCc1ccccc1	-8	103	-4	26	3.1	100	-14	-3	-12	98	-15
CC(O)/C=C/c1ccc2ccccc2n1 (stereo not drawn)	-7	102	2	2	0.3	103	-8	-7	-11	104	-10
O=S(=O)(NCCc1ccccn1)c1cccs1	-3	103	0	4	0.5	105	-9	0	-8	102	-4
CN(C)c1ccc(/C=N/NC(=O)COc2ccccc2)cc1	-2	?	1	11	0.6	100	-3	-2	-3	98	-3
Cc1cccc(C(=O)Nc2nnc(Cc3c[nH]c4ccccc34)s2)c1	0	99	1	0	-0.3	101	0	0	-3	100	0
COc1cc2c(cc1NC(=O)Nc1cccc(C)c1)oc1ccccc12	-7	104	0	-1	-0.3	102	-14	-1	-11	102	-7
CN1C2CCC1/C(=C/c1cccn1C)C(=O)/C2=C\c1cccn1C	0	100	-1	3	1.1	98	-2	5	-1	99	0
CCc1cccc(OCCCn2ccnc2)c1	-2	99	0	3	0.5	103	0	0	-3	102	3
CC1(C)NC(=O)N(CC(O)COc2ccccc2C(=O)N2CCCCC2)C1=O (stereo not drawn)	4	91	2	2	0.6	78	3	3	2	89	1
Cc1nonc1CN(C)C(=O)CC1C(=O)NCCN1Cc1cccc(C(F)(F)F)c1 (stereo not drawn)	-1	92	-1	0	-0.1	99	-6	0	0	96	-4
COc1ccccc1CNC(=O)C1CCC(CNc2c(N3CCOCC3)c(=O)c2=O)CC1 (stereo not drawn)	-8	98	-3	14	0.7	101	-10	-1	-8	100	-7
CC1CN(S(=O)(=O)c2cccc(C(=O)Nc3ccc4c(c3)CCC4)c2)CC(C)O1 (stereo not drawn)	-3	106	1	4	0.5	105	0	-1	0	103	-3
O=C(N[C@@H](Cc1ccccc1)C(=O)O)c1ccc(C(F)(F)F)cc1	-1	104	0	0	0.2	101	-5	1	1	102	-1
COc1ccc(N2CCN(C(=O)CSc3nc4[nH]ncc4c(=O)n3-c3ccc(Br)cc3)CC2)cc1	0	106	3	3	1.1	102	-3	0	0	103	-2
Cc1ccc([N+](=O)[O-])cc1NCC(=O)NN	0	?	0	5	0.5	101	-2	-1	-5	101	-3
CC(C)(C)n1nnnc1C(c1ccc2ncccc2c1)N1CCSCC1 (stereo not drawn)	-5	99	-3	1	0.6	102	-2	0	-3	102	-4
Cn1c(CN2CCCC2)nc2cc(NC(=O)c3ccc(Cl)cc3)ccc21	0	100	-6	3	1.5	98	-2	0	-2	95	-1
CC1(C)CC(NC(=O)CCc2ccccc2)CC(C)(C)N1	0	97	1	1	0.1	93	0	-2	0	98	0
C=CCc1cccc(/C=N/c2ncn[nH]2)c1O	-2	105	0	1	0.3	102	-8	0	-1	100	-2
O=C(Cc1ccc(Cl)cc1)NCC(=O)N1CCCCC1	0	?	-1	18	0.6	99	-7	0	-4	102	-2
COc1cc(NC(=O)c2cc(C)nc3ccccc23)cc(OC)c1	10	?	5	6	0.5	99	-2	8	1	98	6
CCc1nnc(NC(=O)[C@@H](NC(=O)c2ccc(C(C)(C)C)cc2)C(C)C)s1	-3	106	-1	7	2.9	102	0	-1	0	106	-6
COc1cc2c(cc1OC)CN(S(=O)(=O)c1ccc3c(c1)OCCO3)CC2	0	97	-1	2	0.5	98	-1	-1	-8	98	-3
COc1ccc(CN2CC(=O)N(c3ccc(C)c(C)c3)C2=S)cc1OC	-3	105	-1	1	0.3	113	-8	1	-4	107	-11
O=C(NC(Cc1ccc(O)cc1)C(=O)O)c1ccco1 (stereo not drawn)	0	98	0	2	0.7	91	8	-1	1	99	6
O=C(Nc1cccc2ccccc12)N1CCN(c2ncccn2)CC1	0	99	-2	7	0.5	102	2	-2	4	103	2
O=C(CCN1C(=O)C2CCCCC2C1=O)NNC(=O)c1cccc(Cl)c1 (stereo not drawn)	-5	103	-4	1	0.3	101	0	-3	-1	101	-8
CCO/C(C)=N/n1c2nc3ccccc3nc2c2c(=O)n(C3CCCC3)c(C)nc21	-2	97	-1	13	2.2	97	-1	-2	-2	98	-3
COc1ccccc1N1CCN(Cc2ccc(OC)c(OC)c2OC)CC1	-1	99	-1	-1	0.1	104	0	-3	1	99	1
COc1ccccc1CN=C1Nc2ccccc2CS1	-4	95	-1	2	0.9	100	-3	-1	-5	101	-5
O=C(CN1CCN(CCO)CC1)Nc1ccccc1	-3	98	-3	-1	-0.1	100	4	-1	8	98	-4
O=C(O)CCCCNS(=O)(=O)c1ccc(Cl)c(C(F)(F)F)c1	19	102	9	0	0.0	102	21	14	16	105	12
Cc1ccc(/C=C/C(=O)c2ccccc(=O)c2O)c(C)c1	7	109	15	-2	-1.0	91	32	8	23	94	-28
CCn1c(SCC(=O)N2CCCCC2C)nc2ccsc2c1=O (stereo not drawn)	-5	96	0	13	1.4	98	-7	-5	-5	98	-4
CCCNC(=O)c1c(NC(=O)C2COc3ccccc3O2)sc2c1CCCC2 (stereo not drawn)	-4	104	-1	3	0.5	103	2	2	4	101	0
NNc1ccccc1C(F)(F)F	-1	?	-2	0	0.0	115	-4	-1	-4	115	-3
Cc1nn(-c2ccccc2)c2c1P(=O)(O)/C(=C1\N(C)c3ccccc3C1(C)C)C=N2	-8	103	-2	0	0.1	100	-16	-3	-9	101	-14
COC(c1ccccc1)c1c(-c2ccccc2)nn(C)c1Cl (stereo not drawn)	-3	100	-1	4	0.7	101	-1	0	0	96	0
Cc1ccc(OCCCC(=O)Nc2ccc3c(c2)OCO3)cc1	-2	99	0	5	0.7	99	-4	0	-7	95	-5
O=C(CSCC(=O)N1CCCCC1)Nc1nc(-c2ccc(Cl)s2)cs1	-6	90	0	-1	-2.1	81	-7	0	-1	92	-3
Cc1sc(NC(=O)c2ccco2)c(C(c2ccncc2)N2CCOCC2)c1C (stereo not drawn)	-5	100	-4	2	3.0	100	0	-1	0	102	-2
O=S(=O)(c1c(F)cccc1F)N1CCN(C(=S)NCc2ccc3c(c2)OCO3)CC1	0	95	0	0	-1.5	92	8	7	12	99	24
Cn1c(NC(=O)c2cccc(Cn3cc(Cl)cn3)c2)nc2ccccc21	-4	99	-5	5	1.3	98	0	0	-3	100	-1
C=CCNC(=O)CC(=O)N/N=C/c1ccccc1F	-3	96	8	0	0.0	101	-7	4	-1	99	-2
Cc1ccc(C(=O)Nc2ccc3[nH]c(=O)[nH]c3c2)c(C)c1	0	96	0	1	0.4	97	-6	0	-10	93	-1

A draw from above in order of molar mass, smallest number first:
canonical_smiles	Bcl-XL Bim block	RGS7-Gao reg	Bcl-W Bim block	ABCG2 block	ABCB1 block	RGS8-Gao	Bim-Bfl-1	Bim-Mcl-1	Bcl-2 Bim block	RGS4-Gao reg	Bim-Bcl-B
CCc1cccc(OCCCn2ccnc2)c1	-2	99	0	3	0.5	103	0	0	-3	102	3
COc1cc2c(cc1OC)CN(S(=O)(=O)c1ccc3c(c1)OCCO3)CC2	0	97	-1	2	0.5	98	-1	-1	-8	98	-3
CCOC(=O)C1(Cc2cccc(OC)c2)CCN(Cc2cnc(SC)nc2)CC1	-1	99	-1	2	1.4	99	-4	-1	-3	99	-2

(further entries)
canonical_smiles	Bcl-XL Bim block	RGS7-Gao reg	Bcl-W Bim block	ABCG2 block	ABCB1 block	RGS8-Gao	Bim-Bfl-1	Bim-Mcl-1	Bcl-2 Bim block	RGS4-Gao reg	Bim-Bcl-B
O=C(Nc1cc2c(oc1=O)CCCC2=O)c1cccc(Cl)c1	-11	92	-4	33	1.3	97	-18	-6	-9	93	-14
Cc1nn(-c2ccccc2)c(Cl)c1C(=O)OC(C)C(=O)NC(=O)NC1CCCCC1 (stereo not drawn)	-8	100	0	0	0.2	101	-9	1	-5	97	-6
Cc1ccc2c(c1)-c1ncc(C(=O)c3cc(Br)ccc3O)cc1CO2	-4	?	-2	0	0.5	102	-4	-1	-3	104	-4
C=CCOc1ccc(NC(=O)C2CC(=O)N(C(C)C)C2)cc1 (stereo not drawn)	2	94	1	1	0.2	102	2	0	5	102	0
CC(C)c1ccc(/C=C/C(=O)NC2=NCCS2)cc1	-11	98	-5	24	-0.9	106	-13	-2	-12	99	-14
CCOC(=O)CCCOC(=O)c1ccc(S(=O)(=O)N(C)C)cc1	-4	110	-2	-1	-0.6	100	10	-5	7	100	2
CCn1nc([N+](=O)[O-])c2c(-c3nc4ccccc4o3)c(N)n(CCCOC)c2c1=O	-5	95	-4	3	0.3	99	-6	1	-6	96	-3
COc1ccc(CN2C(=O)c3ccccc3C2=O)cc1C(=O)Nc1ccccc1N1CCOCC1	-1	?	-1	39	43*	103	-4	-3	-2	105	-6
CCn1c(SCC(=O)N2CCC(C)CC2)nnc1-c1ccc(S(=O)(=O)N2CCN(C)CC2)cc1	-4	100	0	-1	-0.2	100	-7	-1	0	101	-5
Cc1cc(C)nc(NS(=O)(=O)c2ccc(NC(=O)CSc3ncn[nH]3)cc2)n1	0	99	-1	0	-0.2	102	-2	-2	0	100	0
C/C(=N\NC(=O)c1cc(-c2cccc([N+](=O)[O-])c2)n[nH]1)c1ccccc1O	-3	95	-6	0	-0.1	98	-5	0	-3	98	-10
CC(=O)c1cc(-c2ccccc2)n(CCC(=O)NC2CCC(C)CC2)c1C (stereo not drawn)	-4	128	0	-1	0.3	104	0	-2	1	111	0
COc1ccccc1NC(=O)C1CCCCN1S(=O)(=O)c1ccc(F)cc1 (stereo not drawn)	-15	102	-10	33	2.0	102	-25	-13	-15	100	-13
N#CC(c1ccc(Cl)cc1)(c1ncc(C(F)(F)F)cc1Cl)N1CCOCC1 (stereo not drawn)	-3	103	0	4	0.8	104	-5	-1	-2	105	-7
Cc1cc(NC(=O)COC(=O)C2CCN(C(=O)c3ccc(Cl)cc3)CC2)no1	-1	99	-4	2	0.1	100	-3	-4	-6	95	-5
Nc1nnnn1/N=C/c1cccs1	-4	98	1	8	0.5	104	-7	-2	-6	101	-9
CCCC(=O)Nc1c(-c2ccccc2)c(=O)c(C)nn1-c1ccc(Cl)cc1	-11	104	-6	0	0.5	105	0	-6	0	101	-6
CCn1c(COc2ccc(=O)n(-c3ccccc3)n2)nnc1SC	-4	105	-4	0	0.1	105	-10	-3	-4	105	-12

Shown field by field: part of the list above.
compound: C/C(=N\NC(=O)c1cc(-c2cccc([N+](=O)[O-])c2)n[nH]1)c1ccccc1O
  Bcl-XL Bim block = -3	RGS7-Gao reg = 95	Bcl-W Bim block = -6	ABCG2 block = 0	ABCB1 block = -0.1	RGS8-Gao = 98	Bim-Bfl-1 = -5	Bim-Mcl-1 = 0	Bcl-2 Bim block = -3	RGS4-Gao reg = 98	Bim-Bcl-B = -10
compound: CC(=O)c1cc(-c2ccccc2)n(CCC(=O)NC2CCC(C)CC2)c1C (stereo not drawn)
  Bcl-XL Bim block = -4	RGS7-Gao reg = 128	Bcl-W Bim block = 0	ABCG2 block = -1	ABCB1 block = 0.3	RGS8-Gao = 104	Bim-Bfl-1 = 0	Bim-Mcl-1 = -2	Bcl-2 Bim block = 1	RGS4-Gao reg = 111	Bim-Bcl-B = 0

Screening data as filed in PubChem.
